Screens: PubChem BioAssay, National Center for Advancing Translational Sciences (NCATS)
Tb PFK inh = T. brucei PFK enzyme inhibition; O15648; T. brucei PFK, ADP-Glo luminescence; Potency, µM (titrated, usually from 57.5 µM), inactives show top-dose activity, negative = inhibition, most hits filed as inhibitors; 330,000 tested, 0.17% active;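 note: potency is the fitted concentration of half-maximal effect; 0% = uninhibited 1x PFK enzyme wells and -100% = no-enzyme wells; nearly all actives have a fitted effect of over 60% in size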
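Luminescent ADP detection (ADP-Glo, two-step: ATP depletion then ADP-to-ATP conversion for luciferase) reported PFK activity after 45 min room-temperature reaction of 1.25 nM enzyme with 0.5 mM F6P and 0.1 mM ATP at pH 8.0.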
ELG1 repair inh = blocks ELG1-dependent DNA repair in HEK293T cells. HEK293T ELG1-luciferase reporter, luminescence, 16 h; DNA damage induced by 5-fluorouridine. Potency, µM (series often up to 46.1 µM), for inactives: at the top dose activity change, negative = inhibition, most hits filed as inhibitors. 330,000 tested, 2.3% active; note: potency is the fitted concentration of half-maximal effect; % is set by controls: 0 for no effect and ±100 for the full control effect; nearly all actives have a fitted effect of over 55% in size
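Overnight (16 hr) co-exposure of 2,000 cells/well to 5-fluorouridine and compound at 37 °C preceded detection. Luciferase was quantified via ONE-Glo luminescence; loss of signal denotes inhibition.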
Mito fusion yeast = blocks mitochondrial division or promotes mitochondrial fusion | AID 485298 | S. cerevisiae fusion-defective mutant growth rescue, CellTiterGlo 48 h | 320,000 tested, 0.23% active | Potency, µM (highest dose often 46.1 µM), for the others: at the top dose growth rescue (activation), actives largely listed as activators;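 note: potency is the fitted concentration of half-maximal effect; % of control where 0% means no effect; nearly all actives have a fitted effect of over 45% in size; temperature-sensitive fusion mutants such as fzo1-1 at 37 °C on non-fermentable ethanol glycerol medium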
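S. cerevisiae fusion-defective temperature-sensitive mutants (e.g. fzo1-1, mgm1-5) grown 48 h at 37C in YPEG (ethanol/glycerol non-fermentable) medium with 23 nl compound per well; growth rescue read as CellTiterGlo luminescence.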
S-ASM inh = inhibitors of human secretory acid sphingomyelinase; P17405; placental ASM, HMU-PC fluorogenic substrate, 60 min; Potency, µM (doses to about 57.5 µM), for the others: top-dose activity change, negative = inhibition, hits mostly inhibitors; 340,000 tested, 0.006% active; AID 504937; note: potency is the fitted concentration of half-maximal effect
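qHTS format. ASM enzyme prepared from human placenta hydrolyses the fluorogenic substrate HMU-PC0 (9 uM final) over 60 min at 37 °C after a 10 min compound preincubation.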
TCR activator = T cell receptor activation. primary human leukocytes, anti-CD3, IL-2 HTRF, 48 h. Potency, µM (top dose mostly 9.22 µM), for the others: at the highest dose activation of IL-2 secretion, actives largely listed as activators. 330,000 tested, under 10 active. AID 504894; note: % of control where 0% means no effect
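IL-2 produced over 48 hr by a-CD3 bead-stimulated primary human leukocytes exposed to compounds was detected with a homogeneous time-resolved FRET immunoassay, 665nm acceptor signal after 320nm excitation.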
A-T KAP1 phos = potential ataxia-telangiectasia treatments restoring KAP-1 phosphorylation; 320,000 tested, 0.19% active; Potency, µM (top dose mostly 57.5 µM), for the others: at the highest dose activation, most hits filed as activators; AID 485349; […] A-T fibroblasts, KAP-1 phosphorylation AlphaLISA; neocarzinostatin DNA damage 30 min before lysis; note: potency is the fitted concentration of half-maximal effect; % of control where 0% means no effect; nearly all actives have a fitted effect of over 45% in size
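ATM-like activity read as KAP-1 phosphorylation via AlphaLISA donor/acceptor antibody pairs after lysis and 6 hr at 25C. Cells were ATM-null patient fibroblasts ([…], hTERT), dosed 60 min, then exposed to the DSB inducer NCS for 30 min.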
TSHR antag = blocks TSH signaling through the human TSH receptor | P16473 | TSHR-expressing cells, TSH-stimulated cAMP HTRF, 2 h; hits give low values | activity change, negative = inhibition, % at 11.5 µM | 330,000 tested, 0.2% active;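 active = activity change below a set negative limit, meaning inhibition stronger than a set level, cut at about -70% in these data; inconclusive = activity change between two set negative limits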; note: % is set by controls: 0 for no effect and ±100 for the full control effect
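Freshly harvested TSHR cells receive pin-tooled compound, then EC80 TSH at 4nM final. After 2 hours at 37 deg C, antibody in lysis buffer and cAMP-d2 are added; 30 minutes at ambient temperature precede the HTRF read.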
BCR signal inh = chronic active BCR signaling inhibition | ABC-DLBCL IkBa-CBG/CBR reporter, luminescence ratio, 4 h | Potency, µM (series often up to 46.1 µM), inactives show top-dose ratio change, negative = lower green/red ratio, actives largely listed as inhibitors | 340,000 tested, 0.05% active | AID 493014; active = well fitted inhibition curve with a large enough effect in the signal ratio, with a control signal flat, not every such curve was filed as active; inconclusive = small, poorly fitted or top-dose-only effect, or effect the other way, or a change in a side signal; the % refers to the signal ratio;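 note: potency is the fitted concentration of half-maximal effect; plate controls were basal doxycycline-induced cells for no effect and cells given 10 µM MG132 for full effect; MG132 reads +100%, hits lower the ratio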
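TMD8 ABC-DLBCL cells carrying doxycycline-inducible green luciferase fused to IkappaBalpha plus unfused red luciferase were exposed to compounds (up to 46 uM) for 4 hrs at 37C. Activity came from the overlap-corrected green/red luminescence ratio.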
Integrin act MD = activators of alpha7 integrin expression for muscular dystrophy | alpha7betagal myoblasts, beta-gal FDG fluorescence, 48 h | Potency, µM (highest dose often 38.3 µM), for the others: at the top dose activation, most hits filed as activators | 350,000 tested, 0.064% active;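 note: potency is the fitted concentration of half-maximal effect; 100% = response of the positive control SU9516; nearly all actives have a fitted effect of over 60% in size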
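alpha7betagal+/- myoblasts (passage 13, 250/well) treated 48 h at 37C with compounds at 1:260 dilution of DMSO stock. Lysed, then beta-galactosidase activity read as FDG fluorescence (ex 480/em 540) after 30 min, with pre-read for autofluorescence.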
Eya2 inh = inhibitors of human Eya2 phosphatase activity; O00167; recombinant Eya2, OMFP fluorescence dephosphorylation (OMFP is methylfluorescein phosphate); Potency, µM (titrated, usually from 76.9 µM), for the others: at the top dose activity, negative = inhibition, hits mostly inhibitors; 330,000 tested, 0.006% active; note: potency is the fitted concentration of half-maximal effect; % is set by controls: 0 for no effect and ±100 for the full control effect
Target sequence (O00167 whole entry, looked up): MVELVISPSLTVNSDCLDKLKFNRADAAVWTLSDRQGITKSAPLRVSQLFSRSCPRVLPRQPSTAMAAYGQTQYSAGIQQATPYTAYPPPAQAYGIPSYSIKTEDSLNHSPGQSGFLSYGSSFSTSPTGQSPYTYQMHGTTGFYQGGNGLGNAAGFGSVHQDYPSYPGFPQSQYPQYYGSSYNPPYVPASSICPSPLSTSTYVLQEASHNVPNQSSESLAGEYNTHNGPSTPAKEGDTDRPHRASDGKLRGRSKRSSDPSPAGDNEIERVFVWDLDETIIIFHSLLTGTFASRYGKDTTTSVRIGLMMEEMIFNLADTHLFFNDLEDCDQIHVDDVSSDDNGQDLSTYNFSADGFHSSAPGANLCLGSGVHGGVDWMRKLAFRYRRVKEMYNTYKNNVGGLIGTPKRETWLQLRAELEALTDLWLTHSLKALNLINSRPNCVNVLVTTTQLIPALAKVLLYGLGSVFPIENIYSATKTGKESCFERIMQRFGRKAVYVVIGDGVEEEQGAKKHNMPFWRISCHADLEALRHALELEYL
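Eya2 protein (added as 0.2 uM solution) was preincubated with compound for 10 min at ambient temperature in 50 mM HEPES pH 7.5, 50 mM NaCl, 5 uM MgCl2, 0.05% BSA, 1 mM DTT. OMFP (added at 50 uM) then reacted 10 min; fluorescence read at 485/525 nm.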
TSG101-PTAP inh = blocks PTAP/TSG101 interaction to inhibit HIV-1 budding; Q99816; Fluorescence polarization, FITC-PTAP peptide / Tsg101 binding; Potency, µM (doses to about 115 µM), without a hit: at the highest dose activity change, negative = inhibition, hits mostly inhibitors; 340,000 tested, under 10 active; AID 493005; active = well fitted inhibition curve with a large enough effect in the main read-out, with a control signal flat, not every such curve was filed as active; inconclusive = small, poorly fitted or top-dose-only effect, or effect the other way, or a change in a side signal; inactive = no such curve, though single readings can be large or run the other way; note: potency is the fitted concentration of half-maximal effect; % of control where 0% means no effect
Target sequence (Q99816 whole entry, looked up): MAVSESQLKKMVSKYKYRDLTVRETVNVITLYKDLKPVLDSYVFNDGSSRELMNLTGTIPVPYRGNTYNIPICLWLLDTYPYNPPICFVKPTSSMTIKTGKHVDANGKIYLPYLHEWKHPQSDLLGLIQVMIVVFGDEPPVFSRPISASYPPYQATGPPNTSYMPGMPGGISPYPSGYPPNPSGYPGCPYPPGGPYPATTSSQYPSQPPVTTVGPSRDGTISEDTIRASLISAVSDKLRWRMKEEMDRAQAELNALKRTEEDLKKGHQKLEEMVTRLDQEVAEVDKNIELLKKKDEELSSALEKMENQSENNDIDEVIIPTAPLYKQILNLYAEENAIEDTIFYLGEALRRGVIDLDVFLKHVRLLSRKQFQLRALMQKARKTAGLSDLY
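Fluorescence anisotropy tracks displacement of a FITC-tagged PTAP peptide (50 nM) from the Tsg101 binding domain (10 uM), following a 20 min room-temperature incubation at pH 7.5.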
* hit, by the source's call; u = inconclusive; x = no result given; [ ] = dose if it differs, or a comment. Unless noted, calls come from the whole dose curve; as a rule, active = well fitted curve in the direction sought with a large enough effect; inconclusive = small, poorly fitted or top-dose-only effect, or another doubt; inactive = no such curve, though single readings can be large; an effect the other way counts as inactive or inconclusive. Rows are unselected; 3.2% or so of the library scored in one or more.

#	compound	S-ASM inh	Tb PFK inh	TCR activator	TSG101-PTAP inh	BCR signal inh	ELG1 repair inh	TSHR antag	A-T KAP1 phos	Mito fusion yeast	Eya2 inh	Integrin act MD
1	CC(C)Sc1cc(N2CCOCC2)nc(-c2ccc(Cl)cc2)n1	-16%	4%	3%	-2%	0%	1%	-12	-2%	1%	8%	6%
2	CC1Cc2cc(/C=C3/SC(=S)NC3=O)ccc2O1 (stereo not given)	-3%	5%	3%	0%	u	u	-37	-9%	5%	3%	-10%
3	CN(C)c1ncc(CN2CCC(C(=O)Nc3ccc(-n4cccn4)cc3)CC2)s1	0%	-2%	0%	0%	-4%	3%	-4	12%	1%	-1%	-2%
4	N#CCC(=O)N/N=C/c1cc([N+](=O)[O-])ccc1N1CCCC1	-3%	1%	0%	0%	u	0%	-9	-1%	-3%	-1%	16%
5	CCN(CC)c1ccc(C(=O)Nc2ccccc2)cc1[N+](=O)[O-]	-10%	-6%	-4%	-3%	-8%	u	-23	-8%	18%	7%	-3%
6	CCCCCCC(=O)Nc1nc(C)c(-c2csc(Nc3cccc(OC)c3)n2)s1	-1%	-6%	-6%	x	u	u	-5	-1%	-7%	-15%	-19%
7	Cn1c(N)c(C(=O)COC(=O)c2ccc(Cl)c(S(=O)(=O)N3CCCCC3)c2)c(=O)n(C)c1=O	-2%	-4%	-5%[46.1 µM]	-3%	u	u	-3	13%	4%	-1%	-10%
8	O=S(=O)(c1cccc2nsnc12)N1CCc2ccccc21	-3%	-6%	-3%	0%	-21%	u	5	1%	0%	-7%	9%
9	Nc1cccc2cnccc12	0%	3%	-13%	-10%	1%	0%	-9	1%	2%	15%	-19%
10	COc1ccc(S(=O)(=O)N2CCOCC2)c(Cl)c1Cl	1%	5%	-2%	-3%	u	23%	4	x	11%	-11%	26%
11	COc1cccc(N2CCN(C(=O)c3cc4c(s3)CCCCC4)CC2)c1	-2%	-2%	6%	2%	u	u	-4	-1%	8%	4%	-24%
12	Cn1c(=O)oc2cc(S(=O)(=O)N3CCC(C(=O)NCc4ccc(F)cc4)CC3)ccc21	0%	-6%	-1%	4%	1%	9%	-2	0%	1%	16%	3%
13	Cc1c(C(=O)C(=O)N2CCN(Cc3ccc4c(c3)OCO4)CC2)c2ccccc2n1C	1%	5%	1%	1%	u	11%	45	16%	10%	10%	18%
14	Cc1nn(-c2ccccc2)c(C)c1/C=N\N1CCN(c2ccc(Cl)cc2)CC1	-16%	-9%	-5%	-1%	-1%	u	4	-4%	10%	14%	2%
15	O=C(c1ccoc1)N1CCC(CO)(CCc2ccccc2)CC1	-1%	-5%	2%	-4%	6%	-19%	2	-3%	5%	10%	4%
16	COc1cc(C)nc(N2CCCC(C(=O)NC3CCC(C)CC3)C2)n1 (stereo not given)	3%	4%	-2%	1%	0%	u	5	-7%	2%	-9%	-23%
17	Cc1ccc2c(c1)nnn2C1CCN(CC(=O)N(c2ccccc2)c2ccccc2)CC1	4%	0%	3%	-5%	13%	16µM*	5	3%	-9%	-1%	-1%
18	CN1c2ccccc2C(=O)/C(=C\Nc2ncccn2)S1(=O)=O	2%	3%	-2%	-1%	0%	0%	-4	-4%	-4%	13%	-5%
19	COc1ccc(Cl)cc1S(=O)(=O)N1CCC(C(=O)NCCc2ccccc2)CC1	-2%	1%	0%	-2%	0%	-16%	3	10%	0%	7%	15%
20	CCCOC1CCCN(C(=O)c2ccc(OC3CCN(Cc4ccccn4)CC3)cc2)C1 (stereo not given)	1%	-14%	1%	-3%	0%	u	24	19%	7%	-3%	-4%
21	O=C(Cc1ccc(Cl)cc1)NNC(=O)Nc1cccc2ccccc12	-1%	-12%	5%	0%	1%	u	9	-3%	-2%	-6%	-7%
22	COc1ccc(C(=O)C2CCCN(C(=O)c3ccoc3C)C2)cc1F (stereo not given)	8%	-20%	-7%	-3%	0%	-19%	18	13%	3%	15%	-4%
23	COc1ccc(Nc2ncnc3c2c(C)c(C)n3CCCN(C)C)cc1	3%	-6%	1%	-2%	-1%	u	-5	-4%	-3%	-1%	-40%
24	COc1ccc(-c2nc(CCl)cs2)cc1OC	-3%	-4%	-17%	-1%	-27%	16%	3	-1%	1%	0%	2%
25	Cc1cc(C)n(CC(=O)NC2CCCc3c2cnn3-c2ccccc2F)n1 (stereo not given)	-1%	0%	2%	4%	0%	-14%	-1	1%	0%	3%	28%
26	CCN(CC(=O)NCCc1ccc(F)cc1)Cc1nc2ccccc2c(=O)[nH]1	2%	-6%	1%	-3%	2%	1%	2	-41%	-2%	3%	21%
27	Cc1ccc(CNC(=O)CCc2nnc3ccc(N4CCC5(CC4)OCCO5)nn23)cc1	-2%	-16%	-6%	-4%	2%	-17%	32	-7%	5%	0%	u
28	CC(C(=O)OCC(=O)Nc1ccc(S(=O)(=O)N2CCCCC2)cc1)N1C(=O)c2ccccc2C1=O (stereo not given)	-3%	0%	-2%	-4%	-1%	-9%	4	-1%	4%	-9%	-22%
29	CCOC(=O)C1=CN2CCC[C@H]2CC1=O	5%	0%	-2%	-1%	1%	11%	14	1%	x	26%	-2%
30	O=C(Nc1ccc2nc(-c3ccccn3)[nH]c2c1)C1CCCCC1	-6%	2%	x	-2%	u	u	-2	1%	-7%	12%	-24%
31	O=C(c1ccc2nc(N3CCOCC3)sc2c1)N1CCN(c2ccc(Cl)cc2)CC1	u	-1%	3%	4%	-6%	-5%	-1	-3%	25%	-17%	-14%
32	COc1ccc(C(=O)NC2CCN(CC(=O)NCc3cccc(OC)c3)CC2)cc1	5%	0%	-5%	2%	-5%	6%	-3	-5%	3%	-10%	15%
33	CC(C)NC(=S)N(CCc1ccncc1)C(C)C	4%	6%	9%	-3%	4%	8%	12	-3%	1%	-6%	-1%
34	COc1ccc(C(=O)CSc2nnc(CN3CCCC3)n2-c2ccc(F)cc2)c(OC)c1	-1%	0%	0%[46.1 µM]	-4%	8%	-2%	6	-1%	-7%	-4%	-2%
35	CCc1ccc(N(CC)C(=O)c2ccc3c(Cl)c4c(nc3c2)CCC4)cc1	u	2%	-1%	-12%	1%	u	-6	30%	18%	0%	15%
36	CCOC(=O)CNC(=O)CSc1nnc(-c2c[nH]c3ccccc23)n1CC	3%	-1%	-3%	2%	u	12%	2	7%	3%	1%	-8%
37	CC(=O)C1=C(O)C(=O)N(Cc2ccccc2)C1c1ccc(Br)cc1 (stereo not given)	4%	-3%	3%	-1%	u	-9%	-8	-10%	15%	3%	-13%
38	Cc1nnnn1/C(=C\c1ccccc1)C(=O)OCC(=O)NC(C)(C)C	5%	1%	2%[46.1 µM]	2%	u	16µM*	9	2%	-17%	1%	-18%
39	CCCn1c(=O)c2sccc2n2c(CCCC(=O)NCc3ccco3)nnc12	3%	u	9%	-6%	10%	-3%	-2	-2%	0%	-4%	-41%
40	COc1ccc(CCNC(=O)C2CCCN2C(=O)Nc2cccc(OC)c2)cc1 (stereo not given)	-2%	-8%	-3%	-3%	-1%	-8%	5	-3%	5%	5%	-23%
41	c1ccc(CCn2nnnc2C(c2cccs2)N2CCN(Cc3ccc4c(c3)OCO4)CC2)cc1 (stereo not given)	-1%	5%	-6%	-1%	10%	u	-5	3%	8%	-14%	-25%
42	C=CCc1cc(C)ccc1OCCOCCN1CCN(C)CC1	-2%	-8%	3%	-5%	-1%	3%	5	-4%	-1%	18%	-46%[inhibitor]
43	O=C(Nc1nnc(-c2ccccc2Cl)o1)c1cccnc1	13%	-5%	2%	-8%	u	u	0	9%	8%	-21%	16%
